Pf growth 48h: Primary qHTS for delayed death inhibitors of the malarial parasite plastid, 48 hour incubation; P. falciparum luciferase growth in erythrocytes, 48 h; 310,000 compounds, 5.9% hits; Potency, µM (highest dose often 28.7 µM), without a hit: at the highest dose activity change, negative = inhibition, hits mostly inhibitors; note: potency is the fitted concentration of half-maximal effect; % is set by controls: 0 for no effect and ±100 for the full control effect
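Erythrocytes infected with P. falciparum carrying an integrated firefly luciferase reporter (2% hematocrit, 0.1% parasitemia final) were exposed to compounds in RPMI 1640 with 0.5% Albumax at 37 C, 5% CO2. Growth inhibition was scored as reduced luminescence.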
Cycloheximide cs: Cycloheximide Counterscreen for Small Molecule Inhibitors of Shiga Toxin; cell reporter, cycloheximide protein synthesis inhibition counterscreen; AID 2314, 2010; max response, %; 300,000 compounds, 12% hits; in the data active = max response mostly above about 13%, no sharp cut-off; inactive = mostly below about 14%; note: read at 38.3 µM for the half of the compounds with a filed dose; 0% is about no effect
Sm TGR inh: qHTS Assay for the Inhibitors of Schistosoma Mansoni Peroxiredoxins. purified TGR, DTNB reduction, TNB absorbance 405 nm. Potency, µM (titrated, usually from 114 µM), for inactives: at the top dose activity change, negative = inhibition, most hits filed as inhibitors. 360,000 compounds, 3% hits; note: potency is the fitted concentration of half-maximal effect; % is set by controls: 0 for no effect and ±100 for the full control effect; nearly all actives have a fitted effect of over 60% in size
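Kinetic colorimetric format: TGR-catalysed, NADPH-driven DTNB reduction monitored via TNB absorbance. Enzyme dispensed at 20 nM; compound exposure 15 min at room temperature before reaction start.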
Shiga toxin inh: A qHTS for Small Molecule Inhibitors of Shiga Toxin; AID 2315, 2010; Vero cells, Shiga toxin protein synthesis inhibition reporter; 290,000 compounds, 9.2% hits; inhibition, % at 38.7 µM; in the data active = inhibition mostly above about 28%, no sharp cut-off; inactive = mostly below about 43%; note: 0% is about no effect
Pf growth 96h: Primary qHTS for delayed death inhibitors of the malarial parasite plastid, 96 hour incubation; P. falciparum luciferase reporter growth, 96 h; Potency, µM (titrated, usually from 28.7 µM), without a hit: at the top dose activity change, negative = inhibition, most hits filed as inhibitors; 320,000 compounds, 6.9% hits; AID 504834, 2011; note: potency is the fitted concentration of half-maximal effect; % is set by controls: 0 for no effect and ±100 for the full control effect
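Readout is luminescence from an integrated firefly luciferase in P. falciparum. Red cells, 2% hematocrit and 0.05% parasitemia final, were cultured with compound through two parasite generations (96 hours) at 37 C, 5% CO2.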
Giardia FBPA inh: qHTS Assay for Inhibitors of Fructose-1,6-bisphosphate Aldolase from Giardia Lamblia; A8B2U2; purified Giardia FBPA; Potency, µM (series often up to 59.6 µM), inactives show at the highest dose activity, negative = inhibition, most hits filed as inhibitors; 290,000 compounds, 0.71% hits; note: potency is the fitted concentration of half-maximal effect; % is set by controls: 0 for no effect and ±100 for the full control effect; nearly all actives have a fitted effect of over 55% in size
Target sequence (A8B2U2 whole entry, looked up): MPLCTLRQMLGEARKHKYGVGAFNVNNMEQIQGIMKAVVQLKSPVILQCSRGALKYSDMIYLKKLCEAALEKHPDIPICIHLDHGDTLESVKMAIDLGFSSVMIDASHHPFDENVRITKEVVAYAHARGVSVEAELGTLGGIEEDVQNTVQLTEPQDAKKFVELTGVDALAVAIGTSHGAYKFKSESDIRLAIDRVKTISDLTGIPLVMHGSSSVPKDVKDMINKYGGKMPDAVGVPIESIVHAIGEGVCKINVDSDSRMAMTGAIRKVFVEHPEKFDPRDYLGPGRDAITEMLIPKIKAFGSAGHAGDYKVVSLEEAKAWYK
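Giardia FBPA (40 nM reagent) was preincubated 10 min at RT with compound (up to 57.5 uM final), then substrate plus GAPDH/TPI/NAD/arsenate coupling system with diaphorase/resazurin was added; resorufin fluorescence (525/598 nm) was read after 20 min.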
* marks the source's active call; other numbers are inactive results; ? = inconclusive; . = no result given; + = active, no number; & = joins results of further samples; [ ] = remark or other dose. Unless noted, calls come from the whole dose curve; as a rule, active = well fitted curve in the direction sought with a large enough effect; inconclusive = small, poorly fitted or top-dose-only effect, or another doubt; inactive = no such curve, though single readings can be large; an effect the other way counts as inactive or inconclusive.

SMILES	Pf growth 48h	Cycloheximide cs	Sm TGR inh	Shiga toxin inh	Pf growth 96h	Giardia FBPA inh
O=C(c1ccc2c(c1)[nH]c(=S)n1c3ccccc3nc21)N1CCN(c2ncccn2)CC1	27%	-4	2%	2	50%[activator]	0%
Cn1c(CCN2CCN(c3ccccn3)CC2)nc2cc(NC(=O)COc3ccc([N+](=O)[O-])cc3)ccc21	-9%	-5	-2%	-8	?	-5%
CC(C)NC(=O)N1CCN(c2ccncc2S(=O)(=O)N2CCOCC2)CC1	-37%	1	-7%	5	-5%	0%
N#C/C(C(=O)NCc1ccco1)=C1/SC(Cc2ccc(Cl)cc2)C(=O)N1c1ccccc1 (stereo unspecified)	-21%	18*	-14%	-26	-31%	-22%
CCn1ncc(C2=NOC(C(=O)Nc3ccc(C)cc3)C2)c1C (stereo unspecified)	9%	1	0%	-15	.	1%
CCOc1ccc(C2C3=C(CCCC3=O)Nc3ccc4ncccc4c32)cc1 (stereo unspecified)	134%[activator]	-5	18µM*	-3	?	3%
CCc1ccc(NC(=O)CSc2nnc(Cc3cccn3C)n2-c2ccc(F)cc2)cc1	10µM*	-1	?	-8	2.3µM*	-1%
Cc1nnc(Nc2ccccc2)n(N)c1=O	4%	0	-1%	-12	.	-5%
COc1ccccc1CCC(=O)N1CCN(C(=O)c2ccccc2)CC1	-10%	0	-11%	5	21%	-3%
CC(C)(C)C1CCC(=O)C(C2(O)C(=O)Nc3ccccc32)C1 (stereo unspecified)	-8%	-4	0%	-6	.	-5%
Cc1c(C2OC(=O)C3(CCCCC3)C(=O)C2(C)C)c(=O)n(-c2ccccc2)n1C (stereo unspecified)	?	-3	3%	-20	-14%	4%
Cn1c(=O)oc2cc(S(=O)(=O)N3CCN(c4ccccc4F)CC3)ccc21	?	-3	-2%	7	?	-11%
CCOC(=O)c1c(NC(=O)C(Sc2ccccc2)c2ccccc2)sc(C(=O)N(C)C)c1C (stereo unspecified)	3.3µM*	1	-11%	-7	?	-16%
COc1ccccc1OCCn1cc(/C=C(\C#N)C(=O)NCc2ccco2)c2ccccc21	?	3	5%	-6	-19%	4%
CCn1c(COc2ccccc2C)nnc1SCC(=O)N1CCCCC1	?	-1	17%	-19	7.4µM*	4%
O=C(Nc1ccc(S(=O)(=O)N2CCOCC2)cc1)c1ccc(Cl)s1	?	11	4%	-9	?	1%
COc1ccc(CCN(C)C(=O)c2ccc(S(=O)(=O)Nc3ccccc3C)cc2)cc1OC	4%	10	0%	8	?	.
CSC1=NCCN1C(=O)c1cccc(Br)c1	2%	2	5%	-4	76%[activator]	11%
COc1ccc(-[n+]2c(-c3ccccc3)cc(-c3ccc(C)cc3)cc2-c2ccccc2)cc1	0.93µM*	-9	0%	-15	145%[activator]	12%
COC(=O)c1ccc(C2C(C#N)=C(N)Oc3cc(O)ccc32)cc1 (stereo unspecified)	-6%	7	-30%	2	40%[activator]	6%
Cc1cc(=O)[nH]c(N/N=C/c2cccs2)n1	63%[activator]	23*	-11%	-9	61%[activator]	26%
COc1ccc(NC(=O)CSC(C)c2nc3ccccc3c(=O)[nH]2)cc1 (stereo unspecified)	12%	5	8%	-3	9%	.
CN(C1CCCCC1)S(=O)(=O)c1ccc(C(=O)Nc2sc3c(c2C(N)=O)CC(C)(C)NC3(C)C)cc1	-6%	13	-6%&3%	-1	?	-16%
C=CCNC(=O)/C(C#N)=C/c1ccc(OS(=O)(=O)c2ccc(C)cc2)c(OC)c1	-13%	1	-3%	21	-24%	0%
O=C(O)c1cnccn1	-3%	5	-1%	-3	10%	?
COc1ccc(N(C(=O)c2ccco2)S(=O)(=O)c2cccc([N+](=O)[O-])c2)cc1	.	-2	1%	43	53%[activator]	6%
O=C(Cn1nc(-c2ccccc2)ccc1=O)NCCCN1CCOCC1	1%	-3	11%	2	19%	2%
O=C(O)c1cn[nH]c1-n1cnnn1	4%	-3	5%	13	.	-11%
COc1ccc(C(=O)NNC(=O)C2CC=CCC2)cc1 (stereo unspecified)	59%[activator]	25*	-3%	43*	2.3µM*	-2%
CCOC(=O)C1CCCN(C(=O)c2cn(C)c(=O)c3cc(OC)c(OC)cc23)C1 (stereo unspecified)	-7%	-4	-5%	-3	6.6µM*	1%
Clc1ccc(SCc2nc3ccccc3[nH]2)cc1	62%[activator]	49*	0%	+	99%[activator]	3%
COc1cccc(NC(=S)N(CCCN2CCCC2)Cc2ccco2)c1	-11%	1	-5%	-9	?	0%
COC(CNC(=O)C(=O)Nc1ccc2c(c1)N(S(=O)(=O)c1cccs1)CCC2)OC	?	.	-6%	.	3%	.
NC(=O)NNC(=S)Nc1cccc2ccccc12	23%	-1	1%	-20	0%	-26%
COc1ccc(CCNC(=O)C2(C)CCC(=O)N2Cc2ccc(F)cc2Cl)cc1OC (stereo unspecified)	-1%	1	14%	-2	?	17%
Cn1cc(CCC(=O)N2CCCC(Nc3ccc(F)cc3)C2)cn1 (stereo unspecified)	-25%	9	0%	4	18%	.
O=C(CSc1nnnn1Cc1ccccc1)N1CCN(c2ccccc2)CC1	-17%	1	-2%	-1	.	2%
CCCCN(C(=O)CCC(=O)OCC(=O)NCc1ccccc1)c1c(N)n(CCC)c(=O)[nH]c1=O	-10%	.	0%	.	-26%	.
O=C(c1cccc(S(=O)(=O)Nc2ccccc2Cl)c1)N1CCN(c2ccccc2O)CC1	?	.	5%	.	?	.
CCOCCOC(=O)C1=C(C)N(C)C(=O)NC1c1cc(Cl)c(O)c(OCC)c1 (stereo unspecified)	?	-1	0%	-2	.	-16%
CN(CC(=O)Nc1ccccc1Br)C(=O)c1ccccc1OCc1ccc(F)cc1	?	.	0%	.	-2%	.
CNc1nccc(-c2ccc(Cl)cc2)c1C#N	7%	18	-1%	7	12%	-3%
Cc1ccn2c(NC(=O)c3cccs3)c(-c3ccccc3)nc2c1	5%	-3	-3%	-6	?	0%
CCOc1ccc(NC(=O)CS(=O)CC(=O)N(CC(=O)NC(C)(C)C)C2CCCC2)cc1 (stereo unspecified)	0%	-6	-13%	-7	?	2%
COc1ccc(NC(=O)N2CCN(S(=O)(=O)c3ccc(F)cc3)CC2)c(OC)c1	?	17	65%	-5	-8%	.
CC(C)(C)c1ccc(-c2noc(-c3ccno3)n2)cc1	439%[activator]	51*	20%	82*	304%[activator]	-13%
CCn1cc(CN2CCCC(CNC(=O)COc3ccccc3OC)C2)c(C)n1 (stereo unspecified)	?	-2	-3%	-11	?	12%
Cn1cc([N+](=O)[O-])c(C(=O)N(Cc2ccccc2)Cc2ccccc2)n1	0%	-3	-7%	-6	13%	10%
CCN(CC)S(=O)(=O)c1ccc2c(c1)nc(SCC(=O)N1CCCCCC1)n2-c1ccc(OC)cc1	13µM*	-3	-6%	-4	.	-1%
CC1Sc2ccc(S(=O)(=O)CCC(=O)NCc3cccs3)cc2NC1=O (stereo unspecified)	-6%	-9	-16%	14	?	.
Cc1ccc(/C=C/C(=O)N2CCN(c3ncccn3)CC2)o1	6%	1	3.2µM*	15	141%[activator]	-17%
COc1cc(C(O)P(=O)(OC(C)C)c2ccc(N(C)C)cc2)cc(OC)c1OC (stereo unspecified)	-3%	-3	8%	-6	-16%	-2%
CCOC(=O)C1CCCN(C(=O)c2ccc([N+](=O)[O-])c(C)c2)C1 (stereo unspecified)	1%	1	-19%	8	-8%	3%
CS(=O)(=O)N(CC(=O)N1CCCC1)c1ccc(OCc2ccccc2)cc1	-6%	-5	3%	-11	.	0%
Cc1ccc(CNc2nc(C)c(C(=O)N(C)C)s2)cc1	-47%	28*	1%	65*	23%	7%
CCC(CC)c1nnc(NC(=O)CCc2ccc(OC)cc2)s1	16%	-2	24%	.	0%	-19%
N#C/C=C/N1CCN(C(=O)c2ccco2)CC1	5%	.	-12%	.	-19%	.
Cn1c(Cc2ccccc2)nnc1SCc1ccc(C(=O)O)cc1	14%	-4	2%	-11	-19%	0%
CCOC(=O)c1c(C)[nH]c(C(=O)CN2C(=O)NC(C)(C)C2=O)c1C	2%	.	-10%	.	43%[activator]	.
CCN(CC)C(=O)CN1C(=O)NC2(CCc3ccccc3C2)C1=O (stereo unspecified)	-17%	-1	-4%	-17	13%	4%

Sorted by heavy-atom count (ascending): three of the compounds above.
SMILES	Pf growth 48h	Cycloheximide cs	Sm TGR inh	Shiga toxin inh	Pf growth 96h	Giardia FBPA inh
CNc1nccc(-c2ccc(Cl)cc2)c1C#N	7%	18	-1%	7	12%	-3%
Cn1c(Cc2ccccc2)nnc1SCc1ccc(C(=O)O)cc1	14%	-4	2%	-11	-19%	0%
CCn1cc(CN2CCCC(CNC(=O)COc3ccccc3OC)C2)c(C)n1 (stereo unspecified)	?	-2	-3%	-11	?	12%

Profiles, quoted from the list:
Cc1ccc(/C=C/C(=O)N2CCN(c3ncccn3)CC2)o1 in the list: Pf growth 48h = 6%; Cycloheximide cs = 1; Sm TGR inh = 3.2µM*; Shiga toxin inh = 15; Pf growth 96h = 141%[activator]; Giardia FBPA inh = -17%
N#C/C=C/N1CCN(C(=O)c2ccco2)CC1 in the list: Pf growth 48h = 5%; Cycloheximide cs = .; Sm TGR inh = -12%; Shiga toxin inh = .; Pf growth 96h = -19%; Giardia FBPA inh = .
Cc1ccc(CNc2nc(C)c(C(=O)N(C)C)s2)cc1 in the list: Pf growth 48h = -47%; Cycloheximide cs = 28*; Sm TGR inh = 1%; Shiga toxin inh = 65*; Pf growth 96h = 23%; Giardia FBPA inh = 7%

More results follow:
SMILES	Pf growth 48h	Cycloheximide cs	Sm TGR inh	Shiga toxin inh	Pf growth 96h	Giardia FBPA inh
N=C1/C(=C\c2ccc(-c3cc(Cl)cc(Cl)c3)o2)C(=O)N=C2SC=C(c3ccccc3)N12	13%	2	-27%	-10	38%[activator]	0%
CCOC(=O)c1cc2c(=O)n3ccccc3nc2n(Cc2ccccc2)c1=N	-4%	-3	-6%	-5	0%	0%
Cc1cccc2sc(N3CCN(C(=O)C4COc5ccccc5O4)CC3)nc12 (stereo unspecified)	4%	.	3%	.	-23%	.
Cc1ccc(OCc2cc(C(=O)N3CCCC(O)C3)no2)cn1 (stereo unspecified)	30%[activator]	20*	-18%	23*	?	.
CC(=O)c1sc(NC(=O)CCS(=O)(=O)c2ccc(C)cc2)nc1C	?	.	35µM*	.	22%	.
C=CCN1C(=O)c2ccccc2Sc2ccc(C(=O)NCC(OC)OC)cc21	?	-8	-13%	4	?	-4%
CCC[N+](CC#CCO)(CC#Cc1ccccc1)CCC	?	-2	?	11	?	2%
CCOC(=O)c1c(S(=O)(=O)NCC(=O)N2CCN(c3ccc(OC)cc3)CC2)c(C)n(C)c1C	?	-1	-1%	-10	?	.
O=C(CCCC(=O)OCC(F)(F)C(F)F)Nc1ccc(NC(=O)CCCC(=O)OCC(F)(F)C(F)F)cc1	-5%	-5	-2%	-20	.	-6%
COc1ccc(NC(=O)C2CCCN2S(=O)(=O)c2ccc(Cl)cc2)cc1 (stereo unspecified)	-17%	-8	6%	2	7%	4%
COC(=O)C1=C[C@@H](C(=O)OC)[C@@H]2C3=C(C(=O)C2(C)C)[C@H](C)n2c(=O)n(-c4ccccc4)c(=O)n2[C@@H]3C1	.	4	.	34	.	-4%
CC(=O)Nc1cc(O)cc(O)c1	-12%	-4	-2%	-1	35%[activator]	1%
COc1ccc(CNC2CCCC2)c(OC)c1OC	-12%	7	-1%	7	.	1%
O=C(O/N=C/c1cccc([N+](=O)[O-])c1)C1CC1	12%	10	-3%	-7	25%	1%
O=C(O)CN(Cc1ccco1)S(=O)(=O)c1ccc(F)cc1	13%	-3	-25%	10	32%[activator]	8%
CC1=CC(=O)C=CC1(C)C(Cl)(Cl)Cl (stereo unspecified)	7%	-2	-3%	19	98%[activator]	4%

Assay outcomes (PubChem BioAssay)

Rows were taken by chance; overall some 24% were active at least once.
